High-throughput results from PubChem.
CXXC DNA block = qHTS Fluorescence Polarization Assay for Inhibitors of MLL CXXC domain - DNA interaction; Histone-lysine N-methyltransferase 2A (Homo sapiens), Q03164; MLL-CXXC / FITC-HOXA9 DNA fluorescence polarization; Potency, µM (series often up to 115 µM), for the others: at the highest dose activity change, negative = inhibition, usual class: inhibitors; hit rate 0.037% among 290,000; AID 2662, 2010; active = well fitted inhibition curve with a large enough effect in the polarisation, with a control signal flat, not every such curve was filed as active; inconclusive = small, poorly fitted or top-dose-only effect, or effect the other way, or a change in a side signal; inactive = no such curve, though single readings can be large or run the other way; the % refers to the polarisation; also: potency is read from the fitted curve at half-maximal effect
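Fluorescence polarization: 7 uM MLL-CXXC (stock) preincubated 5 min with compounds, then 50 nM fluorescein-HOX-A9 DNA (stock) added; 30 min ambient. Buffer 50 mM Tris-HCl pH 7.5, 50 mM NaCl, 1 mM DTT, 0.05% BSA.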
KCNH2 WT inh = qHTS for Inhibitors of KCHN2 3.1: Wildtype qHTS; Voltage-gated inwardly rectifying potassium channel KCNH2 (Homo sapiens), Q12809; U2OS, BacMam KCNH2, thallium flux FluxOr; hits give low values; activity change, % at 1.84 µM; hit rate 0.37% among 340,000;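 active = maximum activity change below -70%; inconclusive = maximum activity change between -70% and -50%; inactive = maximum activity change above -50%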; also: % is scaled to controls: 0 for no effect and ±100 for the full control effect
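U2OS cells transduced with wild-type KCNH2 virus are loaded with FluxOr dye for 45 min, and thallium flux is measured in kinetic reads before and after stimulation buffer. Rate constants are normalized to DMSO controls.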
TRPV1 ag = HTS Assay for Compounds that Act as Agonists of the Vanilloid Receptor 1 | hit rate 0.19% among 320,000 | TRPV1-expressing cells, Fluo-8 calcium influx, agonist mode | AID 540275, 2011 | Transient receptor potential cation channel subfamily V member 1 (Homo sapiens), Q8NER1 | activation, % at 8.33 µM; in the data active = activation above about 80%; inconclusive = between about 30% and that limit; also: 0% is about no effect
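TRPV1-expressing cells were cultured overnight at 35.5C and loaded with Fluo-8 calcium dye for 40 to 90 min at room temperature. After a 10 s baseline, compound was added and calcium influx was read kinetically for 3 min (ex 480/em 520 nm).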
B2AR arrestin = qHTS assay of beta-arrestin-biased ligands of beta2-adrenergic receptor | Beta-2 adrenergic receptor (Homo sapiens), P07550 | hit rate 0.02% among 330,000 | AID 492947, 2010 | Potency, µM (series often up to 46.1 µM), inactives show at the highest dose activation, usual class: activators | beta-arrestin recruitment to beta2AR, cell-based reporter;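 also: potency is read from the fitted curve at half-maximal effect; 0% = DMSO controls and full agonism = EC100 isoproterenol or metaproterenol; nearly all actives have a fitted effect of over 65% in size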
USP2a block = qHTS Assay for Inhibitors of Ubiquitin-specific Protease USP2a Using CHOP2 as the Reporter | AID 463254, 2010 | USP2 core, Ub-CHOP2 coupled fluorogenic reporter, 485/531 | hit rate 0.01% among 330,000 | Potency, µM (series often up to 38.3 µM), inactives show at the highest dose activity change, negative = inhibition, most hits filed as inhibitors | Ubiquitin carboxyl-terminal hydrolase 2 (Homo sapiens), O75604;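 also: potency is read from the fitted curve at half-maximal effect; plate controls were DMSO wells for no effect and full inhibition by NEM control for full effect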
Target sequence (O75604 whole entry, looked up): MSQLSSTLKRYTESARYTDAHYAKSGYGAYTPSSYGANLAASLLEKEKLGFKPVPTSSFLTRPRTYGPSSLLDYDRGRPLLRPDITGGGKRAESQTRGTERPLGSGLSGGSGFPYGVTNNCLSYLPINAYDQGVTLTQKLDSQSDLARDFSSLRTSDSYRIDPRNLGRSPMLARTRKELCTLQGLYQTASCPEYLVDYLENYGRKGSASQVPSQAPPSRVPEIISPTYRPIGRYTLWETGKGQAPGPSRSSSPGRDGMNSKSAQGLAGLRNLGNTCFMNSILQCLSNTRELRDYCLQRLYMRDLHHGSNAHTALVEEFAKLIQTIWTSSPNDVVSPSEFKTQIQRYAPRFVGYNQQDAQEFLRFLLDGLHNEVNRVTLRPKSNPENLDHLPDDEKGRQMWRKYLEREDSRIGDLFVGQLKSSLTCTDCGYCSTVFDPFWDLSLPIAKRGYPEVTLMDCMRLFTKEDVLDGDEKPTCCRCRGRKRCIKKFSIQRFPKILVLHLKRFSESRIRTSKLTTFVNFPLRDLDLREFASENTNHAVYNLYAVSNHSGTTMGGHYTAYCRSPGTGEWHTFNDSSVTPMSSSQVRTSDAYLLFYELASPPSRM
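Cell-free coupled assay: 10nM USP2 core preincubated 30min RT with compound in Tris-HCl pH 8.0/CaCl2/CHAPS buffer, then 25nM Ub-CHOP2 and 25nM reporter substrate; fluorescence (Ex 485/Em 531) read after 60min RT, normalized to NEM inhibition, concentration-response curves fitted.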
GALK inh = qHTS Assay for Inhibitors of Human Galactokinase (GALK); P51570; Purified GALK, Kinase-Glo residual ATP luminescence; Potency, µM (series often up to 57.5 µM), for inactives: at the top dose activity change, negative = inhibition, usual class: inhibitors; hit rate 0.007% among 270,000; also: potency is read from the fitted curve at half-maximal effect; % is scaled to controls: 0 for no effect and ±100 for the full control effect
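Quantitative HTS: GALK 5 nM, ATP 35 uM, galactose 100 uM, 1 h room temperature, then luciferase-based ATP detection.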
Giardia killer = Small Molecules that selectively kill Giardia lamblia: qHTS | Giardia lamblia trophozoite viability | activity change, % at 7.66 µM, hits read low | hit rate 0.15% among 340,000; in the data active = activity change below about -80%; inconclusive = between about -30% and that limit;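 also: parasites exposed to compound for two days anaerobically before the ATP read; % is scaled to controls: 0 for no effect and ±100 for the full control effect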
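Trophozoites 100 cells/well + cpd; 48 hrs, 37 deg C, anaerobic. ATPLite 1-Step added, 15-30 min RT, luminescence read (ATP-based viability).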
FBPA coupling cs = qHTS Assay for Inhibitors of Fructose-1,6-bisphosphate Aldolase from Giardia Lamblia: Coupling assay counterscreen | coupling enzyme system counterscreen, AmpLite Red fluorescence | activity change, negative = inhibition, % at 58.2 µM, hits read low | hit rate 0.67% among 290,000 | AID 2472, 2010; in the data active = activity change below about -30%; also: % is scaled to controls: 0 for no effect and ±100 for the full control effect
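Coupling enzymes only (glyceraldehyde-3-phosphate) + compound, at 57.5 uM final, 10 min RT; add substrate/coupling/AmpLite Red mix, 20 min RT; fluorescence ex 525/em 598 nm. Actives flag coupling-system interference.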
PKM2 activator = qHTS Assay for Activators of Human Muscle isoform 2 Pyruvate Kinase; Pyruvate kinase PKM (Homo sapiens), P14618; purified PKM2, Kinase-Glo ATP luminescence, activation; response scale: 0% is enzyme alone, no compound; Potency, µM (top dose mostly 57.5 µM), without a hit: top-dose activation, usual class: activators; hit rate 0.34% among 260,000; AID 1631, 2009; also: potency is read from the fitted curve at half-maximal effect; % is scaled to controls: 0 for no effect and ±100 for the full control effect; nearly all actives have a fitted effect of over 55% in size
Target sequence (P14618 whole entry, looked up, canonical isoform): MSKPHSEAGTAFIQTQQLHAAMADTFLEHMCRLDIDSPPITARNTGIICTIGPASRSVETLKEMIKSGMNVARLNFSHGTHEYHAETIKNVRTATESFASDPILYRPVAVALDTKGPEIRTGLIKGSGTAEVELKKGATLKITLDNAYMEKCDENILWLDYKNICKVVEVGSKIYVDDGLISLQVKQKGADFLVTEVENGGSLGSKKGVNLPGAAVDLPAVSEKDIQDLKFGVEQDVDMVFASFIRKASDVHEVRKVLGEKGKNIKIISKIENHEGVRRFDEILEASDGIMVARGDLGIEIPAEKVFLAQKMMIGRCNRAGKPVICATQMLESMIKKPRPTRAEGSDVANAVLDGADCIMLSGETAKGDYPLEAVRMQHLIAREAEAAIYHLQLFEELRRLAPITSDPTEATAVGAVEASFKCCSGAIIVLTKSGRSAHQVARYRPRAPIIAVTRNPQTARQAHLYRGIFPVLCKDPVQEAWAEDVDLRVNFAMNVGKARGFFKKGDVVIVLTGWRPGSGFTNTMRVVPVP
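Purified hPK-M2 (>95% pure) converted ADP (0.1 mM final) to ATP with 0.5 mM PEP in 50 mM imidazole pH7.2, KCl, MgCl2, Tween 20, BSA; 1 h at room temperature. ATP detected by Kinase-Glo luminescence.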
Menin-MLL TR inh = qHTS Assay for Inhibitors Targeting the Menin-MLL Interaction in MLL Related Leukemias: Competition With Texas Red Labeled MLL-derived Mutant Peptide. AID 1768, 2009. Potency, µM (doses to about 61.6 µM), inactives show at the highest dose FP activity change, negative = inhibition, usual class: inhibitors. hit rate 0.23% among 270,000. Menin + Texas Red MLL mutant peptide, fluorescence polarization. O00255; active = well fitted inhibition curve with a large enough effect in the polarisation, with a control signal flat, not every such curve was filed as active; inconclusive = small, poorly fitted or top-dose-only effect, or effect the other way, or a change in a side signal; inactive = no such curve, though single readings can be large or run the other way; the % refers to the polarisation; also: potency is read from the fitted curve at half-maximal effect; % of control where 0% means no effect; many of its hits are not listed in these tables
KCNH2 3.1 block = qHTS for Inhibitors of KCHN2 3.1: Mutant qHTS; U2OS KCNH2 3.1, thallium flux FluxOr; hits give low values; hit rate 0.95% among 340,000; activity change, % (tested at about 1.8 µM); Potassium voltage-gated channel subfamily H member 2, brain isoform KCNH2 3.1 (human);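 active = maximum activity change below -70%; inconclusive = maximum activity change from -70% to -50%; inactive = maximum activity change above -50%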;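 also: thallium influx rate constant from kinetic fluorescence after stimulation buffer; % is scaled to controls: 0 for no effect and ±100 for the full control effect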
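U2OS cells transduced with KCNH2 3.1 mutant virus (1.77 x 10^8 /mL, 4 h), plated overnight at 37 C, loaded 45 min with FluxOr dye plus Red40 quencher. Thallium flux rate constant from kinetic reads after stimulation buffer, normalised to controls.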
Active calls of the source: *; ? = inconclusive; nt = not tested or not shown; & = joins results of further samples; [ ] = remark or other dose. Unless noted, calls follow the shape of the dose curve; as a rule, active = well fitted curve in the direction sought with a large enough effect; inconclusive = small, poorly fitted or top-dose-only effect, or another doubt; inactive = no such curve, though single readings can be large; an effect the other way counts as inactive or inconclusive. This is a subset; rates above refer to the full screens.

SMILES | CXXC DNA block | KCNH2 WT inh | TRPV1 ag | B2AR arrestin | USP2a block | GALK inh | Giardia killer | FBPA coupling cs | PKM2 activator | Menin-MLL TR inh | KCNH2 3.1 block
Cc1ccccc1N(C)S(=O)(=O)c1ccc2[nH]cc(C(=O)NCC3CCCO3)c(=O)c2c1 (stereo not given) | 0% | 28 | nt | -0.2% | 2% | -2% | 1 | 3 | 3% | 16% | 14
Cn1cnc(S(=O)(=O)Nc2ccc(OC(F)(F)F)cc2)c1 | -1% | 2 | -4 | -0.2% | 0% | 11% | -28 | 3 | 0% | 12% | 0
CCOc1cc(N2CCOCC2)c(OCC)cc1NC(=O)c1nc2nc(C)cc(C)n2n1 | 8% | -8 | 1 | 0.3% | 3% | 5% | 11 | -1 | -4% | -1% | -4
CC1CN(S(=O)(=O)c2cc(C(=O)N(C)Cc3cccs3)ccc2Cl)CC(C)O1 (stereo not given) | nt | -4 | nt | -0.6% | 1% | nt | -23 | nt | nt | nt | -9
COc1cc([N+](=O)[O-])ccc1N | -2% | -16 | -6 | -0.5% | 3% | 0% | -3 | 1 | 3% | 9% | 0
CCOC(=O)c1nnn(CC(=O)Nc2cc(F)ccc2F)c1C(=O)OCC | 2% | -9 | 0 | 0.5% | -2% | 0% | ? | 1 | 17% | -1% | -43
O=C(O)c1ccc(NCCC2=CCCCC2)c([N+](=O)[O-])c1 | -3% | -13 | 2 | 0.0% | 0% | -1% | 17 | 14 | -3% | 3% | 0
O=C1CCc2cc(S(=O)(=O)Nc3ccccc3)cc3c2N1CCC3 | nt | 3 | 1 | -0.8% | 0% | nt | -5 | nt | nt | nt | -14
OCc1cn(-c2ccccc2)nc1-c1cccnc1 | -7% | 0 | -1 | 0.1% | 4% | 1% | 3 | 3 | -3% | 11% | 3
CC1=NN(c2ccc(C)cc2)C(=O)/C1=C/c1ccc(-c2cc([N+](=O)[O-])ccc2O)o1 | ? | -5 | 1 | -0.4% | ? | 7% | ? | -6 | -17% | ? | 2
COc1ccccc1NC(=O)C1CCCN1S(=O)(=O)c1cccc2nsnc12 (stereo not given) | 4% | -9 | -1 | 0.0% | 5% | -4% | 33[activator] | nt | nt | nt | 10
O=C(NCCc1ccccc1)c1cnc(Cl)c(Cl)c1 | 5% | 13 | ? | -1.1% | 3% | 5% | -16 | 2 | nt | 2% | 3
O=C(NCCCn1ccnc1)c1noc2c1CCc1ccccc1-2 | 3% | -2 | 8 | -1.5% | 1% | 1% | 15 | -44* | -7% | 22% | 2
Cc1ccccc1NC(=S)NC(C)C(c1cccs1)N1CCOCC1 (stereo not given) | 1% | -8 | 28 | -1.7% | 4% | nt | -2 | 1 | -12% | -16% | 17
CCOC1=NN(c2ncc(C(F)(F)F)cc2Cl)C(=O)C1 | 7% | 5 | 0 | 0.2% | 0% | 1% | 14 | -3 | -7% | 13% | 0
Cc1ccc(C(=O)COC(=O)C2CCC2)cc1 | -7% | 6 | 5 | -0.2% | -1% | nt | -18 | 2 | nt | 1% | -4
COc1ccc(S(=O)(=O)N2CCOCC2)cc1C(=O)NCc1ccccc1CN1CCCC1 | nt | 41 | 3 | 0.1% | -1% | nt | -17 | nt | nt | nt | -1
COCCn1c(Sc2ccc(C)cc2)nc2c1c(=O)[nH]c(=O)n2C | -7% | -2 | -1 | -0.3% | 4% | -5% | 2 | 1 | 2% | ? | -3
COc1cc(C(=O)OCC(=O)N(C)Cc2ccccc2)cc(OC)c1OC | 8% | 1 | 0 | -0.9% | 1% | -2% | 26 | 0 | -2% | -17% | -2
CSc1ncc(S(=O)(=O)c2ccccc2)c(=O)[nH]1 | -2% | 0 | -2 | -0.1% | 10% | 0% | 26 | 0 | 14% | -2% | -9
COCCN(C(=O)COC(=O)c1cc2c(s1)CCC2)c1c(N)n(Cc2ccccc2)c(=O)[nH]c1=O | nt | 2 | -1 | -1.1% | 0% | nt | -6 | nt | nt | nt | -10
CC(C)n1c(O)c(N=Nc2ccc(Cl)c(C(=O)O)c2)c2ccccc21 | 10% | 7 | 3 | -0.7% | 1% | -8% | -11 | 12 | -2% | nt | 1
CSc1nc2c(c(-c3ccc(O)cc3)c1C#N)CCC2 | 7% | -1 | 2 | -0.1% | 0% | 0% | -12 | 10 | -5% | 3% | 17
Cc1oc(-c2ccc3ccccc3c2)nc1CN(C)C(C)c1ccncn1 (stereo not given) | -6% | 3 | -1 | -0.2% | 5% | 1% | 0 | -8 | 7% | 28% | -17
O=C1OCCN1C(=O)[C@H]1[C@H](c2ccc(Cl)cc2)C(c2cccc(Cl)c2)=NN1c1ccccc1 | 24% | -19 | 16 | -0.4% | -2% | nt | 1 | -2&-10 | 2% | -16%&-23% | 29
Cc1cc(C)nc(SCC(=O)OCN2C(=O)c3ccccc3C2=O)n1 | 0% | -8 | 1 | 0.5% | 18% | 0% | 14 | 3 | -11% | -5% | -3
O=C(Cc1cc(=O)[nH]c(=O)[nH]1)NCC1CCCO1 (stereo not given) | 4% | -8 | 2 | -0.4% | ? | 2% | 26 | 0 | -2% | 2% | 7
OCC1(Cc2ccccc2)CCN(Cc2ccc(C(F)(F)F)cc2)CC1 | -7% | 19 | 6 | -0.3% | -1% | -3% | -14 | -1 | -4% | 0% | ?
O=C(COc1ccc([N+](=O)[O-])cc1)Nc1cccc(C(=O)Nc2ccccc2C(=O)O)c1 | -5% | -4 | 3 | 0.2% | -1% | -5% | 1 | nt | 8% | nt | -6
CC/C=C\[C@H](O)[C@H](O)C1=C(C)C(=O)[C@]2(O1)C(=O)N[C@@](OC)(C(=O)c1ccccc1)C2O (stereo not given in full) | 36% | -1 | -4 | -0.1% | 6% | -5% | -6 | 0 | 2% | 0% | 5
CCOC(=O)c1c(NC(=O)COC(=O)c2c(C)noc2C)sc2c1CCC2 | -2% | -3 | -1 | 0.2% | 1% | 0% | 8 | 4 | 1% | 0% | -15
Cc1ccc(/C=N/NC(=O)CNC(=O)c2cccs2)cc1 | 25% | -15 | -2 | 0.3% | 0% | -6% | 12 | nt | 2% | nt | 5
CC(C)n1nc(C(=O)Nc2cccc(S(=O)(=O)N3CCCCC3)c2)c2ccccc2c1=O | nt | 58 | 20 | 0.0% | 9% | nt | 6 | nt | nt | nt | -21
N#Cc1ccccc1Cn1cc(/C=C/[N+](=O)[O-])c2ccccc21 | -3% | -2 | -1 | -1.4% | 0% | nt | -2 | -4 | ? | 6% | -1
O=C(O)C1CC=CCC1C(=O)N1CC=C(c2ccccc2)CC1 (stereo not given) | 11% | -1 | -4 | -0.2% | 0% | 10% | 9 | 3 | 0% | 0% | 4
COc1ccc(NC(=O)CCCCCN2C(=O)c3cccc([N+](=O)[O-])c3C2=O)c(OC)c1 | -6% | -3 | -2 | -0.9% | -1% | 2% | -7 | 0 | 1% | 2% | 7
CCNC(=O)CC1C(=O)N(c2ccc(C)cc2)C(=O)N1CCC(C)C (stereo not given) | 4% | -1 | 5 | 0.0% | -1% | -3% | 1 | 2 | nt | 9% | 1
O=C(Nc1ccc2c(c1)OCCO2)C1CCN(S(=O)(=O)c2ccccc2)CC1 | 9% | 6 | 23 | -0.1% | 1% | 1% | -6 | 2 | 6% | 8% | 13
COc1ccc(C(=O)/C(=C\c2ccco2)N2C=CC=CC2=C(C#N)C#N)cc1 | 58%[activator] | -10 | 14 | -0.6% | 3% | 0% | 2 | 0 | 25% | 30% | -10
COc1cc(/C=N/NC(=O)c2cccc(S(=O)(=O)N3CCCC3)c2)ccc1O | nt | -5 | 5 | 0.1% | 1% | nt | 2 | nt | nt | nt | 5
COc1ccc(-c2cc(N3C(=O)Nc4ccccc4N3O)n[nH]2)cc1OC | ? | 21 | 3 | -0.8% | -1% | 0% | 50[activator] | 0 | -16% | -10% | 1
